Compound activity from PubChem BioAssay.
MPTP block: blocks calcium-induced mitochondrial swelling; isolated mouse mitochondria, Ca2+ swelling absorbance, 30 min; inhibition, % at 10 µM; 1.4% of 360,000 active;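 active = inhibition of 50% or more, scaled per plate between neutral and stimulator controls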;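 note: 0% = DMSO wells given calcium and 100% = 1 mM EGTA wells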
* = called active by the depositor. This is a subset; the hit share may differ from the screen's.

SMILES	MPTP block
Cc1noc(C)c1NC(=O)Nc1ccc2c(c1)C(=O)N([C@H](C)CO)C[C@H](C)[C@@H](CN(C)S(=O)(=O)c1ccc(Cl)cc1)OCCCC[C@@H](C)O2	-0.7
CCNC(=O)c1cc2c(c(-c3cccc(-c4ccccc4F)c3)n1)[C@@H](CCO)N(C(=O)CC)C2	-1.2
Cc1cccc(C)c1NC(=O)C(c1ccccc1F)n1c(=O)c(-c2ccccc2)nc2ccccc21 (stereo unspecified)	1.1
O=C(NCc1cccs1)C1C(=O)Nc2ccccc2C(=O)N1Cc1ccccc1 (stereo unspecified)	-1.3
CC(=O)Nc1cc(-c2ccc(C(=O)N3CCOCC3)cc2)cn2c(-c3ccccc3)cnc12	-1.7
CCOC(=O)[C@]12CCCC=C1N(Cc1ccccc1)C(=O)[C@H](CC(=O)N1CCCCCC1)C2	0.0
CCOc1ccc(/C=N/NC(=O)c2ccncc2)cc1OC	0.4
COc1ccc(CN2C[C@@H](CO)O[C@@H](n3cnc4c(NCc5ccc(F)cc5)ncnc43)C2)cc1	-0.1
CC1(C(=O)Nc2ccc3ccccc3c2)CCC(=O)N1C1CC1 (stereo unspecified)	1.2
C[C@@H]1CN([C@@H](C)CO)C(=O)CCCn2nncc2CO[C@H]1CN(C)C(=O)Nc1ccc(C(F)(F)F)cc1	2.4
OCc1ccccc1-c1nc(NCC2CC2)nc2ccsc12	-0.6
O=C(NCC1CC1)C1Cc2c(-c3ccccc3Oc3ccccc3)ccnc2O1 (stereo unspecified)	0.8
COc1ccc(CN2C(=O)c3ccccc3C2c2nnnn2-c2ccc3c(c2)OCCO3)cc1 (stereo unspecified)	0.1
Cc1ccc(Cc2c(-c3ccc(F)cc3)nc3c(Cl)cc(C(F)(F)F)cn23)cc1	1.8
COC(=O)[C@@]1(Cc2ccc(F)cc2)[C@H]2c3cc(C(=O)N4CCCC4)n(CC4CC4)c3C[C@H]2CN1C(=O)c1ccccc1	-0.8
Cc1ccc(S(=O)(=O)N2[C@H](CC(=O)c3cccs3)OC[C@@H]2C(C)C)cc1	-1.1
CSc1ccc(CN2CCC(C)(Oc3cccc(C#N)c3)C2)cc1 (stereo unspecified)	-1.8
O=C(C[C@@H]1CC[C@H](NS(=O)(=O)c2ccccc2F)[C@@H](CO)O1)NCCCN1CCOCC1	0.2
CCCC1NC(=O)c2cc3ccccc3cc2-n2c1nc1cc(Cl)ccc1c2=O (stereo unspecified)	-0.8
CCOC(=O)C1=CCN(S(=O)(=O)c2ccc(F)cc2)C1c1ccc(C)cc1 (stereo unspecified)	-0.2
CN(CC1CCCN(CCc2ccccc2F)C1)C(=O)c1cc2ccccc2o1 (stereo unspecified)	1.4
COCCCN1C(=O)C(CC(=O)NCc2cccs2)CC(C(=O)N(C(C)C)C(C)C)=C1C (stereo unspecified)	-0.2
COC(=O)[C@]12CCCCC=C1N(Cc1ccc(Cl)cc1Cl)C(=O)[C@H](CC(=O)N1CCCC1)C2	-0.8
CCCCNC(=O)c1c(N)[nH]c(C(=O)c2ccccc2)c1-c1ccccn1	0.8
C[C@@H]1CN([C@@H](C)CO)C(=O)CCCn2nncc2CO[C@H]1CN(C)Cc1ccc2c(c1)OCO2	1.1

Remaining list, next part
SMILES	MPTP block
Cc1ccc(S(=O)(=O)N2C[C@H]3C(=O)C[C@@H](c4ccccc4)N(S(=O)(=O)c4ccc(C)cc4)[C@H]3C[C@H]2c2ccc(Cl)cc2)cc1	0.5
CC(=O)NC(c1ccccc1)c1nc(-c2cccc(C(=O)O)c2)cs1 (stereo unspecified)	-0.3
COc1ccccc1NC(=O)N(C)C[C@H]1OCc2cnnn2CCCC(=O)N([C@H](C)CO)C[C@H]1C	-1.1
O=C(NCc1cccs1)c1cccc2c(-c3ccc(F)c(F)c3)coc12	1.0
CCCNC(=O)C1(C)CCN(C(=O)c2ccccc2OC)C1 (stereo unspecified)	0.0
COc1ccccc1C(=O)N1CCN(C(=O)c2oc3c(C)c(C)ccc3c2C)CC1	0.7
COCCNC(=O)C1(C)CCCN(Cc2ccc(OCc3ccccc3)cc2)C1 (stereo unspecified)	-0.1
CCOC(=O)C1(C)CCCCCN1C(=O)c1ccc(SC(F)(F)F)cc1 (stereo unspecified)	0.5
O=Cc1cn(CCOc2ccc(F)cc2)c2ccccc12	-1.2
Cc1ccc(S(=O)(=O)N(C)C[C@H]2Oc3cc(Br)ccc3S(=O)(=O)N([C@H](C)CO)C[C@H]2C)cc1	-0.3
CCCCCC(=O)N1C[C@@H](O)[C@H](n2cc(C3CC3)nn2)C[C@@H]1c1ccc(C)cc1	-0.9
NC(Cc1ccc(C(F)(F)F)cc1)c1csc(Nc2ccccn2)n1 (stereo unspecified)	-0.3
C[C@@H]1CN([C@@H](C)CO)C(=O)CCCn2nncc2CO[C@H]1CN(C)Cc1ccc2cccnc2c1	-0.8
CC(O)(c1cccnc1)c1nc(-c2ccc(S(C)(=O)=O)cc2)cs1 (stereo unspecified)	-1.9
CCCOc1ccc(C2C(C(=O)c3ccco3)=C(O)C(=O)N2CCCn2ccnc2)cc1OC (stereo unspecified)	0.3
CCC(=O)N1CCCC(C)(C(=O)Nc2nccc3ccccc23)C1 (stereo unspecified)	-0.8
C[C@H]1CN([C@@H](C)CO)C(=O)c2c(c3ccccc3n2C)-c2ccccc2CO[C@H]1CN(C)Cc1cccc(F)c1	1.2
Cc1ccc(S(=O)(=O)N2CCCCC2)cc1NC(=O)C1CCN(C(=O)OC(C)(C)C)CC1	0.6
C[C@H](CO)N1C[C@H](C)[C@H](CN(C)S(=O)(=O)c2ccc(Cl)cc2)OCc2ccccc2-c2c(n(C)c3ccccc23)C1=O	-1.1
Cc1cccc(-c2nc(NCCN(C)C)c3ccccc3n2)c1	0.7
CC1=C(C(=O)N2CCCCCC2)CC(CC(=O)NCCCCc2ccccc2)C(=O)N1Cc1ccccc1 (stereo unspecified)	-0.4
CCOC(=O)C1(C)CCCN(C(=O)c2ccccc2F)C1 (stereo unspecified)	1.6
O=C1CCCCC(=O)[C@H](O)C[C@H](c2ccccc2)O1	-0.8
CCc1nc2ccc(C(=O)N(C)C(C)C)cn2c1N(CCC(C)C)CCN(C)C	0.5
O=C(NCc1ccc(F)cc1)c1cc(C2CCCN(C(=O)CCCc3ccccc3)C2)on1 (stereo unspecified)	-0.9

14 entries from above, with values ahead of the structure:
MPTP block,SMILES
0.5,CCOC(=O)C1(C)CCCCCN1C(=O)c1ccc(SC(F)(F)F)cc1 (stereo unspecified)
-1.2,O=Cc1cn(CCOc2ccc(F)cc2)c2ccccc12
-0.3,Cc1ccc(S(=O)(=O)N(C)C[C@H]2Oc3cc(Br)ccc3S(=O)(=O)N([C@H](C)CO)C[C@H]2C)cc1
-0.9,CCCCCC(=O)N1C[C@@H](O)[C@H](n2cc(C3CC3)nn2)C[C@@H]1c1ccc(C)cc1
-0.3,NC(Cc1ccc(C(F)(F)F)cc1)c1csc(Nc2ccccn2)n1 (stereo unspecified)
-0.8,C[C@@H]1CN([C@@H](C)CO)C(=O)CCCn2nncc2CO[C@H]1CN(C)Cc1ccc2cccnc2c1
-1.9,CC(O)(c1cccnc1)c1nc(-c2ccc(S(C)(=O)=O)cc2)cs1 (stereo unspecified)
0.3,CCCOc1ccc(C2C(C(=O)c3ccco3)=C(O)C(=O)N2CCCn2ccnc2)cc1OC (stereo unspecified)
-0.8,CCC(=O)N1CCCC(C)(C(=O)Nc2nccc3ccccc23)C1 (stereo unspecified)
1.2,C[C@H]1CN([C@@H](C)CO)C(=O)c2c(c3ccccc3n2C)-c2ccccc2CO[C@H]1CN(C)Cc1cccc(F)c1
0.6,Cc1ccc(S(=O)(=O)N2CCCCC2)cc1NC(=O)C1CCN(C(=O)OC(C)(C)C)CC1
-1.1,C[C@H](CO)N1C[C@H](C)[C@H](CN(C)S(=O)(=O)c2ccc(Cl)cc2)OCc2ccccc2-c2c(n(C)c3ccccc23)C1=O
0.7,Cc1cccc(-c2nc(NCCN(C)C)c3ccccc3n2)c1
-0.4,CC1=C(C(=O)N2CCCCCC2)CC(CC(=O)NCCCCc2ccccc2)C(=O)N1Cc1ccccc1 (stereo unspecified)

More compounds follow.
SMILES	MPTP block
COc1ccc(Cl)cc1Cn1c(C)c(C(=O)N(C)Cc2ccc(F)cc2)sc1=O	-0.4
CC(=O)Oc1ccccc1Cn1c(C)c(C(=O)NCCC#N)sc1=O	-0.9
CCc1nc2ccc(C(=O)N3CCN(C(C)=O)CC3)cn2c1N(CC)C(=O)NCCc1ccccc1	-1.3
CCOC(=O)c1c(C)nsc1NC(=O)C1(C)CCN1C(=O)CC (stereo unspecified)	0.1
O=C(Nc1cccc(C(F)(F)F)c1)C1Cc2c(-c3ccco3)ccnc2O1 (stereo unspecified)	0.0
COc1ccccc1CNc1nc(NCCN2CCNC2=O)c2sccc2n1	-1.4
CCc1nc2ccc(C(=O)NC3CCN(Cc4ccccc4)CC3)cn2c1N(C)Cc1cc2ccccc2s1	1.2
C[C@@H]1CN([C@H](C)CO)C(=O)CCCn2nncc2CO[C@H]1CN(C)S(=O)(=O)c1ccc2ccccc2c1	1.6
Cc1ccccc1CN1C(=O)CSCC1(C)C(=O)NC(C)C (stereo unspecified)	-0.3
COc1cccc(-c2cc3nc(C)c(C)c(N4CCN(C(=O)c5ccoc5)CC4)n3n2)c1	-1.0
C[C@H](CO)N1C[C@H](C)[C@H](CN(C)C(=O)Nc2ccnc(N3CCOCC3)c2)OCc2cnnn2CCCC1=O	-1.1
Cc1ccc(S(=O)(=O)Nc2ccc3c(c2)C(=O)N([C@@H](C)CO)C[C@@H](C)[C@@H](CN(C)S(=O)(=O)c2ccccc2)OCCCC[C@H](C)O3)cc1	5.0
Cc1cc(Cl)ccc1NC(=O)/N=C1/NC(=O)CS1	1.0
CC(C)CC1OC(C)Cc2[nH][nH]c(=O)c21 (stereo unspecified)	0.2
COC(=O)[C@]1(Sc2ccc(C)cc2)CC(=O)N[C@@H]1c1ccccc1	0.7
Cc1cc(C)c(NC(=O)CN2CCN(S(=O)(=O)c3ccc4c(c3)OCCO4)CC2)c(C)c1	0.0
Cc1ccc(NC(=O)CN2C(=O)NC3(CCCCC3C)C2=O)cc1S(=O)(=O)N1CCOCC1 (stereo unspecified)	-0.4
CCOC(=O)C1(C)CCCN1C(=O)c1cc(F)ccc1C (stereo unspecified)	-0.3
CCOC(=O)[C@]12CCC=C1N(Cc1ccc(Cl)cc1Cl)C(=O)[C@H](CC(=O)N1CCOCC1)C2	0.3
CCC(=O)Nc1ccc2c(c1)OC[C@@H](C)N(Cc1cccc(F)c1)C[C@@H](C)[C@@H](OC)CN(C)C2=O	-1.4
O=C(NC(c1ccc2c(c1)OCO2)c1ccccn1)C1CCN(CCOc2ccc(Cl)cc2Cl)CC1 (stereo unspecified)	-0.3
CC(C)CNC(=O)C1(C)CCCN1C(=O)Cc1cccc2ccccc12 (stereo unspecified)	-0.5
COc1ccc(NC(=O)c2cc(C3CCCCN3C(=O)C3CCCCC3)on2)c(C)c1 (stereo unspecified)	-1.4
CC(C)CN1C(=O)CSCC1(C)C(=O)Nc1ccc2c(c1)OCCO2 (stereo unspecified)	-1.3
CS(=O)(=O)c1cccc(-c2ccc3nncn3c2)c1	-0.3

(listing goes on)
SMILES	MPTP block
Brc1ccc2nc(-c3ccccc3)c(Cc3ccccc3)n2c1	1.9
CC(=O)NCCc1ccc(C(=O)COC(=O)c2ccc(C)s2)cc1	-0.2
COc1ccc(C(=O)N2CCCC2(C)C(=O)O)cc1C(F)(F)F (stereo unspecified)	-1.6
COc1ccc(N2C[C@H](C)[C@@H](CC(=O)Nc3ccc(Br)cc3)C2=O)cc1	1.1
COc1ccc(C(O)c2ncc(-c3cccc(C(F)(F)F)c3)[nH]2)cc1F (stereo unspecified)	1.6
CC(C)c1ccc(O)c(=O)cc1	0.7
COCC(=O)N(C)C[C@@H]1Oc2cc(Br)ccc2S(=O)(=O)N([C@H](C)CO)C[C@H]1C	-1.5
Cc1cc(Cl)ccc1C(O)c1ncc(-c2ccccc2Cl)[nH]1 (stereo unspecified)	5.5
CC1=C(C(=O)N2CCOCC2)CC(CC(=O)NCc2cccs2)C(=O)N1CCCN1CCCC1=O (stereo unspecified)	-1.4
CC1(C(=O)NCc2ccccc2)CSCC(=O)N1Cc1cccs1 (stereo unspecified)	3.3
CCCCCCCCN1C(=O)[C@H](CC(=O)N2CCN(C(=O)OCC)CC2)C[C@@]2(C(=O)OCC)CCCC=C12	-1.6
O=C(NCc1cccnc1)c1cc(C2CCCCN2C(=O)CCCc2ccccc2)on1 (stereo unspecified)	0.3
Cc1ccc(S(=O)(=O)N2[C@H](CC(=O)Oc3ccccc3)OC[C@@H]2C(C)C)cc1	0.7
C[C@H](NC(=O)C1CCN(S(=O)(=O)c2ccccc2)CC1)C(=O)NCc1cccnc1	-0.1
CC(C)[C@@H]1O[C@H](CCc2ccccc2)CC2=C1C(=O)OC(C)(C)O2	1.5
O=C1CCC2c3[nH]c4ccccc4c3CCN12 (stereo unspecified)	0.6
COC(=O)[C@@]12C[C@@H](CC(=O)NCc3cccs3)C(=O)N(Cc3cccc4ccccc34)C1=CCC(C)(C)C2	-0.6
Cc1cc2nc(C3CCCCC3)c(Cc3ccsc3)n2c(C)c1Br	3.3
Cc1ccccc1-c1cc2nc(Oc3ccc4c(c3)OCO4)n(C)c(=O)c2s1	0.3
O=[N+]([O-])c1ccc(CN2CC(N3CCC(c4ccccc4)CC3)CS2(=O)=O)cc1 (stereo unspecified)	1.1
CC(C)N1CCC(C)(C(=O)Nc2cc(-c3ccccc3)nn2C)C1 (stereo unspecified)	-0.4
Fc1ccc(-c2nc3c4ccccc4ccn3c2Cc2ccccc2)cc1	0.7
CCOc1ccc(/C=C/C(=O)N(CC)CC(=O)Nc2c(F)cccc2F)cc1OC	0.0
COc1cccc(CN2CCC(C)(Oc3cccc(Cl)c3)C2)c1OC (stereo unspecified)	-0.1
CC1=C(C(=O)N(C(C)C)C(C)C)CC(CC(=O)NCc2cccc3ccccc23)C(=O)N1CCCN1CCCC1=O (stereo unspecified)	0.6
O=C(NS(=O)(=O)c1ccc2ccc(S(=O)(=O)NCCSc3ccccc3)cc2c1)c1cccc2ccccc12	-1.9
COCCn1c(=S)[nH]c2cc(C(=O)NC3CCCCC3C)ccc2c1=O (stereo unspecified)	1.5

Sorted by heavy-atom count (lowest first): some entries from above.
SMILES	MPTP block
Fc1ccc(-c2nc3c4ccccc4ccn3c2Cc2ccccc2)cc1	0.7
Cc1ccccc1-c1cc2nc(Oc3ccc4c(c3)OCO4)n(C)c(=O)c2s1	0.3
CC1=C(C(=O)N2CCOCC2)CC(CC(=O)NCc2cccs2)C(=O)N1CCCN1CCCC1=O (stereo unspecified)	-1.4
